# PAFAH1B3 FP inh: PAFAH1B3 (human) inhibition; Q15102; recombinant PAFAH1B3, FP-rhodamine probe, fluorescence polarization; inhibition, % at 3.39 µM; 340,000 compounds, 0.28% hits;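 active = inhibition above the screen-wide average of all tested compounds plus 3 SD, cut at about 25% in these data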;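 note: 0% = enzyme with DMSO only and 100% = wells lacking PAFAH1B3 protein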
# GSTO1 counter: blocks human GSTO1 in RBBP9 counter-screen; P78417; recombinant GSTO1, activity-based probe fluorescence polarization; inhibition, % at 5.96 µM; 300,000 compounds, 1.1% hits; AID 1974;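 active = inhibition above the campaign mean inhibition plus 3 SD, cut at about 35% in these data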;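 note: 0% = GSTO1-1 with DMSO and 100% = wells lacking GSTO1-1 enzyme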
# PAD4 inh: PAD4 (human) enzyme inhibition. recombinant PAD4, RCA probe fluorescence polarization. inhibition, % at 6.36 µM. 330,000 compounds, 0.41% hits. AID 485272. Q9UM07;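 active = percent inhibition above a cutoff equal to the mean of all tested compounds plus 3 SD, cut at about 15% in these data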;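 note: 0% = PAD4 with RCA probe and DMSO and 100% = probe without PAD4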
# Target sequence (Q9UM07 whole entry, looked up): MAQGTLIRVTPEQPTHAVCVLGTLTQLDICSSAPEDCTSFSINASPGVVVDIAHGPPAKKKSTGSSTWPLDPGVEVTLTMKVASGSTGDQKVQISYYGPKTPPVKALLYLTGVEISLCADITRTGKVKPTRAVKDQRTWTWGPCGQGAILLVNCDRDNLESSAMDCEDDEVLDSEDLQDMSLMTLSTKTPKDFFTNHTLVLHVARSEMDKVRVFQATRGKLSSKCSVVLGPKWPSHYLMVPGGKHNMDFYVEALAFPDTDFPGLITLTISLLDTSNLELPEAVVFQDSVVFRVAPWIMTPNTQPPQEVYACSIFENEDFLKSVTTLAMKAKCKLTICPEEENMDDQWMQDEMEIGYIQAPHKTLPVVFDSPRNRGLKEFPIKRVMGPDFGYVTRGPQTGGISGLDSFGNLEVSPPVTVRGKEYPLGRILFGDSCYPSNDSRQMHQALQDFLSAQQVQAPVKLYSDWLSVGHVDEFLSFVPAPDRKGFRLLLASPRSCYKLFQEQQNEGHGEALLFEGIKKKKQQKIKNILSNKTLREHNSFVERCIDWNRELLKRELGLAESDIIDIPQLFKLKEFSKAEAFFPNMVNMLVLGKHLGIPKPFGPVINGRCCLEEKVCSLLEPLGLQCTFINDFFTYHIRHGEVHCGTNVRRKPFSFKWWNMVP
# PAFAH2 inh: inhibitors of human PAFAH2 | recombinant PAFAH2, FP-rhodamine activity probe, fluorescence polarization | inhibition, % at 3.39 µM | 340,000 compounds, 0.99% hits | AID 492956;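 active = inhibition above the mean over all tested compounds plus 3 SD, cut at about 30% in these data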;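 note: inhibitors block probe labeling of enzyme so polarization drops; 0% = enzyme with DMSO and 100% = wells lacking PAFAH2 protein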
# LYPLA1 inh: blocks human lysophospholipase 1, a PME1 counter-screen; 320,000 compounds, 0.16% hits; recombinant LYPLA1, FP-Rh probe fluorescence polarization; inhibition, % at 5.9 µM;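 active = inhibition above the mean of all tested compounds plus 3 SD, set per campaign, cut at about 14% in these data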;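 note: inhibitors block serine hydrolase probe labeling of LYPLA1 so polarization falls; 0% = enzyme with DMSO and 100% = wells lacking LYPLA1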
# LYPLA2 counter: counter-screen for PME1 inhibitors: inhibitors of human LYPLA2; recombinant LYPLA2, FP-Rh probe fluorescence polarization; inhibition, % at 5.9 µM; 320,000 compounds, 0.38% hits; AID 2177;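 active = inhibition above the screen-wide mean plus 3 SD, limit set per campaign, cut at about 26% in these data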;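 note: 0% = LYPLA2 with DMSO and 100% = wells lacking LYPLA2 enzyme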
# Target sequence (O95372 whole entry, looked up): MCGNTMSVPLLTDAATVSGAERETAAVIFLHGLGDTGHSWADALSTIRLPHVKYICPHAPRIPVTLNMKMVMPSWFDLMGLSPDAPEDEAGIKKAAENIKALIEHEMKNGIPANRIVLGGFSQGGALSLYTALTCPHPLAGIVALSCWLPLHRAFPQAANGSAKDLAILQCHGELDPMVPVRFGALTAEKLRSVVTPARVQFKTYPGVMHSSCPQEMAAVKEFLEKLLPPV
# pPAFAH inh: pPAFAH (human) enzyme inhibition; Q13093; recombinant pPAFAH, FP-rhodamine probe fluorescence polarization; inhibition, % at 3.39 µM; 330,000 compounds, 1.5% hits; AID 463082;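 active = inhibition above the mean inhibition across the screen plus 3 SD, cut at about 25% in these data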;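 note: inhibitors block binding of the rhodamine activity-based probe so polarization drops; 0% = enzyme with DMSO and 100% = wells lacking pPAFAH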
# PAFAH1B2 inh: inhibitors of human PAFAH1B2 | recombinant PAFAH1B2, FP-rhodamine activity probe, fluorescence polarization | inhibition, % at 3.39 µM | 340,000 compounds, 1.2% hits;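 active = inhibition above the mean of all tested compounds plus 3 SD, cut at about 24% in these data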;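 note: 0% = enzyme with DMSO and 100% = wells lacking PAFAH1B2; many of its hits are not listed in these tables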
# PME-1 inh: PME-1 (human) inhibition | Q9Y570 | inhibition, % at 5.9 µM | recombinant PME-1, FP-Rh probe fluorescence polarization | AID 2130 | 320,000 compounds, 0.53% hits;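 active = inhibition above the campaign mean of all compounds plus 3 SD, cut at about 26% in these data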;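 note: competitive labeling of PME-1 active site by serine hydrolase directed probe; 0% = PME-1 with DMSO and 100% = wells lacking PME-1 enzyme; inhibitors block probe labeling so polarization falls and inhibition rises; many of its hits are not listed in these tables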
# * hit, by the source's call; x = not tested or not shown. Some of the compounds tested; the hit share may differ from the screen's.
1	CCOC(=O)N1CCC(NC(=O)CCC(=O)N2CCOc3ccccc32)CC1
2	FC(F)(F)c1ccc(-c2csc(-c3ccno3)n2)cc1
3	COc1ccc2sc(N(CCCN(C)C)C(=O)c3ccc(C(=O)c4ccccc4)cc3)nc2c1
4	CCC(=O)N1CCc2cc(Br)cc(S(=O)(=O)Nc3c(C)n(C)n(-c4ccccc4)c3=O)c21
5	CCn1c2ccccc2c2cc(NC(=O)c3cc(OC)c(OC)c(OC)c3)ccc21
6	CC1Cc2nc(SCC(=O)NCC3CCCO3)n(-c3ccc(F)cc3)c(=O)c2S1 (stereo not given)
7	COc1cccc(NC(=O)C(=O)c2cn(CC(=O)N3CCCC3)c3ccccc23)c1
8	CCOc1ncccc1C(=O)NCCN1C(=O)S/C(=C/c2cccs2)C1=O
Assay by compound	1	2	3	4	5	6	7	8
PAFAH1B3 FP inh	6	4	2	x	6	2	-2	-3
GSTO1 counter	-1	0	-6	2	-3	1	-2	2
PAD4 inh	2	-2	2	-2	-1	-1	-1	-1
PAFAH2 inh	-1	-2	2	x	-2	-4	-4	-3
LYPLA1 inh	1	-1	0	0	-7	1	-8	-5
LYPLA2 counter	9	0	11	9	-5	-2	-2	1
pPAFAH inh	3	6	-2	6	6	-3	4	-2
PAFAH1B2 inh	2	0	3	x	7	-2	-2	2
PME-1 inh	6	-9	3	1	13	-1	-1	-1

9	CCOC(CCn1c(SCC(=O)Nc2cc(C)on2)nc2ccccc2c1=O)OCC
10	CCCCOC(=O)c1cc(=O)[nH]c(=O)[nH]1
11	COc1cccc(CCC(=O)N(C)C2CCCN(Cc3ccccc3F)C2)c1 (stereo not given)
12	O=C(O)c1ccc(N/N=C/C=C/c2ccccc2)cc1
13	COc1ccc(Cl)cc1NC(=O)CN(C)C(=O)c1cc2c(s1)CCC(C)C2 (stereo not given)
14	O=C(Nc1ccc(Cl)c(Cl)c1)Nc1nnc(-c2ccncc2)s1
15	CCN(CC)CCN(Cc1cc2ccc(C)cc2[nH]c1=O)C(=O)NC1CCCCC1
16	CC1=NN(c2ccc(C)c(C)c2)C(=O)/C1=C/c1ccc2c(c1)n(C)c(=O)n2C
Assay by compound	9	10	11	12	13	14	15	16
PAFAH1B3 FP inh	8	7	6	7	0	5	0	7
GSTO1 counter	-1	1	2	-6	-18	-29	6	37*
PAD4 inh	-3	-1	-3	0	0	0	-2	48*
PAFAH2 inh	1	2	-3	1	-5	-1	6	5
LYPLA1 inh	-2	0	-2	2	1	-3	1	-2
LYPLA2 counter	1	1	2	4	0	-8	5	0
pPAFAH inh	0	1	4	9	2	-1	10	5
PAFAH1B2 inh	3	1	4	5	-3	0	0	5
PME-1 inh	2	2	1	0	0	-17	5	0

# Retrieved by compound from the entries so far, 4 records:
9	CCOC(CCn1c(SCC(=O)Nc2cc(C)on2)nc2ccccc2c1=O)OCC
11	COc1cccc(CCC(=O)N(C)C2CCCN(Cc3ccccc3F)C2)c1 (stereo not given)
10	CCCCOC(=O)c1cc(=O)[nH]c(=O)[nH]1
13	COc1ccc(Cl)cc1NC(=O)CN(C)C(=O)c1cc2c(s1)CCC(C)C2 (stereo not given)
Assay by compound	9	11	10	13
PAFAH1B3 FP inh	8	6	7	0
GSTO1 counter	-1	2	1	-18
PAD4 inh	-3	-3	-1	0
PAFAH2 inh	1	-3	2	-5
LYPLA1 inh	-2	-2	0	1
LYPLA2 counter	1	2	1	0
pPAFAH inh	0	4	1	2
PAFAH1B2 inh	3	4	1	-3
PME-1 inh	2	1	2	0

# Following part
17	Cc1cc(Nc2ccc3c(c2)OCCO3)c2cc(Cl)ccc2n1
18	COc1cccc(C(=O)NC(=S)Nc2ccc(N3CCCC3)cc2)c1
19	Nc1nc(Cn2nnc(-c3ccccc3F)n2)nc(N2CCOCC2)n1
20	CC1CCCN(S(=O)(=O)c2ccc(-c3ccc(=O)[nH]n3)o2)C1 (stereo not given)
21	COCCn1c(C)cc(C(=O)CSc2nc3nc(C)cc(C)n3n2)c1C
22	CNc1ccc(S(=O)(=O)NCC(=O)OC(C)C(=O)N(C)Cc2ccccc2)cc1[N+](=O)[O-] (stereo not given)
23	COc1cccc(OCCOc2ccc(/C=C3/SC(=S)NC3=O)cc2)c1
24	Cc1noc(C)c1-c1nnc(-c2ccc(OC(F)(F)F)cc2)o1
Assay by compound	17	18	19	20	21	22	23	24
PAFAH1B3 FP inh	-1	9	0	12	2	4	4	-2
GSTO1 counter	1	15	1	3	8	x	0	10
PAD4 inh	1	-4	2	2	2	-3	-2	-6
PAFAH2 inh	3	4	2	-1	0	-3	1	-5
LYPLA1 inh	-4	1	-1	-2	1	-2	-5	-2
LYPLA2 counter	-5	9	1	-3	0	2	1	-10
pPAFAH inh	3	10	-3	-6	-3	3	10	-1
PAFAH1B2 inh	1	6	3	0	0	8	0	6
PME-1 inh	1	10	0	-6	-3	5	-7	-6

25	Cc1ccc(Cl)cc1-n1ncc2c(NNC(=O)c3ccco3)ncnc21
26	CC(=O)c1cccc(NC(=O)CCNS(=O)(=O)c2cccc3nonc23)c1
27	O=C(/C=C/c1cccs1)NCc1ccccc1
28	CN([C@@H](C(=O)OC(C)(C)C)c1ccccc1)S(=O)(=O)c1cccc(S(=O)(=O)N(C)[C@@H](C(=O)OC(C)(C)C)c2ccccc2)c1
29	Cc1nnc(NC(=O)CN2CCN(Cc3ccccc3Cl)CC2)s1
30	COc1ccccc1CNC(=S)NC1CCCCC1
31	Cc1[nH]n(-c2ccccc2)c(=O)c1C(=O)Nc1ccccc1
32	Cc1ccc2c(C(=O)CN3CCCC(C)C3)c(C)[nH]c2c1 (stereo not given)
Assay by compound	25	26	27	28	29	30	31	32
PAFAH1B3 FP inh	5	7	5	2	0	5	3	6
GSTO1 counter	-1	-2	-3	-2	-1	7	-11	2
PAD4 inh	-1	9	-2	0	-4	-2	-6	0
PAFAH2 inh	1	1	-6	-6	1	0	8	-4
LYPLA1 inh	3	-1	1	-1	-3	-3	4	-2
LYPLA2 counter	5	-2	-8	-1	3	-7	1	-5
pPAFAH inh	1	-8	-2	-1	5	1	-2	-3
PAFAH1B2 inh	-1	0	1	2	1	3	5	4
PME-1 inh	-6	1	-7	4	2	-3	5	7

33	COc1ccc(CN2CCN(Cc3cccc4nonc34)CC2CCO)c(C)c1C (stereo not given)
34	O=C(N/N=C/c1cccc([N+](=O)[O-])c1)c1c[nH]c2ccccc12
35	Cc1cc([N+](=O)[O-])nn1CCCC(=O)Nc1ccc(Cl)cc1Cl
36	CC(C)N(Cc1nc(-c2ccccc2)no1)C(=O)CN1C(=O)c2ccccc2C1=O
37	C=CCNc1nc(N)c([N+](=O)[O-])c(N2CCCCCC2)n1
38	CCCc1nc(SCC(=O)N2CCCC2)c2ccccc2n1
39	Cc1ccc(C2/C(=C(\O)c3ccc4c(c3)OCCO4)C(=O)C(=O)N2Cc2cccnc2)cc1 (stereo not given)
40	O=S(=O)(/N=C(/Nc1ccccc1F)c1ccccc1)c1ccccc1
Assay by compound	33	34	35	36	37	38	39	40
PAFAH1B3 FP inh	-1	1	9	-2	-4	4	-1	3
GSTO1 counter	10	0	1	1	-1	-1	3	-5
PAD4 inh	-3	3	2	0	0	5	1	-5
PAFAH2 inh	3	4	2	-1	6	0	-8	5
LYPLA1 inh	-2	-2	1	1	-2	-3	5	3
LYPLA2 counter	-3	-5	2	4	1	-2	5	-4
pPAFAH inh	0	5	0	6	3	4	2	3
PAFAH1B2 inh	0	6	10	3	-2	6	-4	5
PME-1 inh	-3	0	1	0	-6	0	1	-2

41	Cc1ccccc1-c1nc(CS(=O)(=O)CC(=O)N2CCc3ccccc32)c(C)o1
42	CCN(CC)C(=O)c1cc2c(=O)c3cc(F)ccc3oc2nc1C
43	C=CCn1c(SCC(=O)Nc2ccc(N3CCOCC3)cc2)nnc1-c1ccncc1
44	COc1ccc(C(=O)n2nc(-c3ccc(C)cc3)nc2N)cc1OC
45	CC(=O)Nc1ccc(S(=O)(=O)Nc2nc(C)nc3sc(C)c(C)c23)cc1
46	Cc1csc(=O)n1CC(=O)OCC(=O)c1ccc(Br)cc1
47	COc1cc(C(=O)N/C(=C/c2ccc(F)cc2)C(=O)NC(C(=O)O)c2ccccc2)cc(OC)c1OC (stereo not given)
48	O=C(N/N=C/c1cc(Br)c(O)c(Br)c1)c1cccc(C(F)(F)F)c1
Assay by compound	41	42	43	44	45	46	47	48
PAFAH1B3 FP inh	-6	4	-1	7	-4	10	5	-3
GSTO1 counter	4	1	-3	3	x	3	7	-2
PAD4 inh	-1	-5	5	-3	-2	0	3	1
PAFAH2 inh	5	4	10	6	15	7	5	8
LYPLA1 inh	0	-4	-1	0	x	1	0	-1
LYPLA2 counter	-5	2	3	-1	x	-4	10	0
pPAFAH inh	0	1	0	1	3	8	-3	11
PAFAH1B2 inh	6	-4	5	3	0	18	6	6
PME-1 inh	2	-5	3	-8	x	-6	-9	-3

49	Nc1c(N2CCN(c3ccccc3)CC2)c2ccccc2oc1=O
50	CCc1ccc(NC(=O)Cn2cccc2)cc1
51	Cc1ccc2cc(C)c3nnc(SCC(=O)N4CCN(C(=O)c5ccco5)CC4)n3c2c1
52	CCn1ncc(NC(=S)NCCc2ccc(OC)c(OC)c2)c1C(N)=O
53	COC(=O)c1cn(C(=O)c2cccs2)c2ccccc12
54	CSc1nc(-c2ccccc2)nc(N2CCOCC2)c1C(C)=O
55	CCOC(=O)C1=C(C)NC(C)=C(C(=O)OCC)C1c1ccc(Br)o1
56	COc1ccc(NC(=O)CS(=O)CC(=O)Nc2ccc(NC(C)=O)cc2)cc1 (stereo not given)
Assay by compound	49	50	51	52	53	54	55	56
PAFAH1B3 FP inh	3	5	7	1	-2	5	9	-5
GSTO1 counter	-1	6	13	9	-10	3	-8	2
PAD4 inh	-5	-3	-1	-1	0	-6	4	1
PAFAH2 inh	7	10	12	3	16	4	2	16
LYPLA1 inh	1	-3	-3	3	1	5	-3	0
LYPLA2 counter	9	-3	8	5	1	6	2	3
pPAFAH inh	9	5	2	0	-2	2	1	2
PAFAH1B2 inh	5	-3	2	2	0	6	1	-2
PME-1 inh	7	2	-1	-2	-4	-3	3	6

57	CN(C)c1cccc(C(=O)OCC(=O)NC(=O)NCc2ccccc2)c1
58	N/C(Cc1cccs1)=N\OC(=O)COc1ccc(Br)cc1
59	O=C(C[n+]1cc(Br)cc2ccccc21)c1ccccc1
60	Cc1ccccc1C(=O)NNC(=O)C1CC(=O)N(c2ccc3c(c2)OCCO3)C1 (stereo not given)
61	CC(=O)N1c2ccc(S(=O)(=O)N3CCCCC3)cc2CC1C(=O)NCc1ccccc1C (stereo not given)
62	Cc1ccc(C2=NOC(C)(c3nnc(-c4ccncc4)o3)C2)cc1 (stereo not given)
63	CC(=O)Nc1nc2c(ccc3ccccc32)s1
64	Clc1ccc(-c2nnc(N3CCOCC3)o2)cc1
Assay by compound	57	58	59	60	61	62	63	64
PAFAH1B3 FP inh	10	9	4	8	9	14	6	10
GSTO1 counter	x	20	4	x	9	5	0	-4
PAD4 inh	-1	-11	-4	3	-1	-4	1	-2
PAFAH2 inh	-2	2	5	1	1	0	-3	4
LYPLA1 inh	x	-2	-3	0	-3	-3	0	0
LYPLA2 counter	x	9	0	-6	-4	-2	4	-5
pPAFAH inh	6	21	0	-1	-1	1	6	7
PAFAH1B2 inh	2	28*	3	5	5	-1	-2	3
PME-1 inh	x	2	2	-4	-11	4	-4	2
